# Bioassay records deposited in PubChem by Southern Research Specialized Biocontainment Screening Center.
# H1N1 NS1A inhibition: H1N1 influenza NS1A inhibitors, functional cell based assay (AID 504329) | inhibition, % at 12.5 µM; hits with a dose series show IC50 in µM | NS1A functional cell-based assay, percent inhibition; higher % means a stronger effect | 340,000 compounds, 0.3% hits; in the data active means a potency from the dose series; inconclusive means inhibition above about 27% without an active follow-up result; further: strong numbers were not always called active
# VEEV TC-83 Vero: inhibitors of VEEV TC-83 cytopathic effect, confirmation, Vero cells (AID 588727). Vero cells, VEEV TC-83 cytopathic effect inhibition; higher % means a stronger effect. inhibition, % at 20 µM; hits with a dose series show IC50 in µM. 350,000 compounds, 0.13% hits; in the data active means a potency from the dose series; inconclusive means inhibition mostly from about 14% at the one dose, without a potency; inactive means the rest, 99 in 100 with inhibition below about 12%; further: strong numbers were not always called active
# M. tuberculosis: growth inhibition of non-replicating M. tuberculosis (AID 488890) | one-dose inhibition, % at 25 µM; IC50 in µM for titrated hits | 320,000 compounds, 0.39% hits | Mycobacterium tuberculosis non-replicating, growth inhibition; higher % means a stronger effect; in the data active means a potency from the dose series; inconclusive means inhibition mostly from about 82% at the one dose, without a potency; inactive means the rest, 99 in 100 with inhibition below about 76%;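 further: plate controls were DMSO cells for no effect and high antibiotic wells for full effect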
# Salmonella PhoP GFP: PhoP regulon inhibitors, Salmonella typhi PhoP promoter GFP reporter, confirmatory (AID 1850); 310,000 compounds, 0.33% hits; inhibition, % at 50 µM, or IC50 in µM where a hit was titrated; Salmonella Typhi PhoP-promoter GFP reporter, fluorescence, 4 h; higher % means a stronger effect; in the data active means a potency from the dose series; inconclusive means inhibition mostly from about 25% at the one dose, without a potency; inactive means the rest, 99 in 100 with inhibition below about 19%;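 further: 0% = induced wells with vehicle and 100% = uninduced wells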
# H37Rv inhibition: M. tuberculosis growth inhibition, HTS (AID 449762); 330,000 compounds, 0.59% hits; inhibition, % at 25 µM; hits with a dose series show IC50 in µM; M. tuberculosis H37Rv growth inhibition, 7H9 media; higher % means a stronger effect; in the data active means a potency from the dose series; inconclusive means inhibition above about 70% without an active follow-up result;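 further: bacterial growth assessed after seven days of incubation; strong numbers were not always called active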
# VEEV TC-83 Vero 10K pilot screen: recorded beside VEEV TC-83 Vero, whose call it bears; inhibition, %; measured here: 10K pilot screen inhibition
# An asterisk follows results filed as active; i = inactive; ? = inconclusive; . = not tested or not shown; & = joins results of further samples.
SMILES,H1N1 NS1A inhibition,VEEV TC-83 Vero,M. tuberculosis,Salmonella PhoP GFP,H37Rv inhibition,others
O=C(/C=C/c1ccccc1Cl)N(Cc1ccccc1)C1CCS(=O)(=O)C1 (centres undefined),1%,9.8%,-7%,-4%,2%,
CCOC(=O)N1CCN(CC(=O)Nc2ccc(OC)cc2)CC1,-2%,1.9%,-3%,0%,-13%,
COCCNC(=S)NCc1ccc2[nH]c3c(c2c1)CCCC3,14%,24µM*,.,4%,-10%,
CC(C)NC(=O)CSc1nc2sccc2c(=O)n1-c1ccccc1,8%,0.9%,1%,9%,-4%,
O=C(NCc1ccc(Cl)cc1)c1cc([N+](=O)[O-])ccc1Cl,-4%,0.7%,-7%,1%,5%,
Cn1nccc1NC(=O)COCC(=O)O,0%,0.7%,-11%,3%,5%,
COc1ccc(C(=O)NCc2ccc(-n3cccc3)cc2)cc1OC,-4%,0.1%,35%,-2%,-7%,VEEV TC-83 Vero 10K pilot screen=0.2
Cn1nnnc1SCC(=O)Nc1ccc2c(c1)OCCO2,-4%,i,-8%,-4%,-4%,
O=C(O)c1ccc(N/N=C/c2c(F)cccc2Cl)cc1,-3%,0.3%,-6%,-8%,25%,
O=C(Nc1csc(Cl)c1)c1ccccc1,.,i,40%,25µM*,2%,
Cc1ccc(O)c(C(=O)c2cc(C#N)c(=O)n(Cc3ccccc3)c2)c1,3%,8.4%,11%,1%,10%,
O=C1NC2c3ccccc3C(=O)N2c2c1cnn2-c1ccccc1 (centres undefined),0%,5.1%,5%,2%,-3%,
Cc1ccc(O)c(NC(=O)c2noc3c2CCc2ccccc2-3)c1,2%,3.3%,-15%,12%,-2%,
COCc1cc(C)nc(SCC(=O)Nc2ccc(C)c(C)c2)c1C#N,0%,1.5%,60%,9%,?,
COc1cc(C=Nc2cccc(C)c2)c(O)c([N+](=O)[O-])c1,-5%,1.4%,9%,1%,-4%,
CCOC(=O)c1c(-c2ccccc2)oc2ccc(OCC(=O)NN)cc12,-8%,1.8%,-6%,-10%,5%,
CNC(=O)CCC(=O)Nc1ccc(C)cc1,-2%,0.8%,60%,-7%,-6%,
CC(C)OCCCNC(=O)c1ccc2c(=O)n(Cc3ccc4c(c3)OCO4)c(=S)[nH]c2c1,6%,0.7%,-8%,2%,3%,
CNc1nc(=O)n(C2CCCO2)cc1C (centres undefined),7%,2.2%,.,.,.,
COC(=O)CCCC(=O)N1CCC(CCC(=O)NCc2ccc(F)cc2)CC1,2%,i,-27%,3%,4%,
CCn1c(C(C)NC(=O)c2cccc(C)c2)nc2ccccc21 (centres undefined),30%,1.1%,12%,3%,-2%,VEEV TC-83 Vero 10K pilot screen=0.3
O=C(C1CCN(C2CC(=O)N(c3ccc(Cl)cc3)C2=O)CC1)N1CCOCC1 (centres undefined),-1%,0.1%,35%,6%,8%,
CCOc1ccc(N=C2NC(=O)C(CC(=O)O)S2)cc1 (centres undefined),-12%,1.2%,-9%,12%,-8%,
CN1CCN(c2ccc(C(=O)c3ccccc3)cc2[N+](=O)[O-])CC1,-1%,1.2%,23%,21%,3%,
OCc1ccnc2c(O)cccc12,10µM*,11%,42%,2%,47%,

# Next section (two carried over from the part before).
SMILES,H1N1 NS1A inhibition,VEEV TC-83 Vero,M. tuberculosis,Salmonella PhoP GFP,H37Rv inhibition,others
CN1CCN(c2ccc(C(=O)c3ccccc3)cc2[N+](=O)[O-])CC1,-1%,1.2%,23%,21%,3%,
OCc1ccnc2c(O)cccc12,10µM*,11%,42%,2%,47%,
CN(Cc1ccco1)C(=O)c1ccc(N2CCCC2=O)cc1,-1%,1.6%,-4%,0%,-4%,
O=C(OCc1nc2ccccc2[nH]1)C1CCCCC1,0%,i,0%,11%,2%,VEEV TC-83 Vero 10K pilot screen=0.4
CC(C)C(=O)c1ccc(O)c(O)c1,-7%,i,-6%,5%,-3%,
CC(C)(C)NC(=O)Cn1ccc(=N)c2ccccc21,-11%,0.6%,0%,-6%,0%,
CNc1cccc2c1C(=O)c1ccccc1C2=O,8.2µM*,1.4%,27%,6%,7%,
O=C1CN(O)C(c2ccccc2Cl)=c2cc(Br)ccc2=N1,0%,1.5%,-7%,-2%,1%,
CC(=O)C1=C(O)C(=O)N(c2ccccn2)C1c1ccc(Cl)cc1 (centres undefined),-5%,0.3%,-3%,-3%,5%,
CCCC(=O)NC(c1ccc(C(C)C)cc1)c1ccc2cccnc2c1O (centres undefined),-12%,>25µM*,0%,1%,4%,
Cc1cc(Cl)ccc1OCC(=O)N1C(C)CCCC1C (centres undefined),4%,i,10%,-4%,2%,
Cc1cc(C(=O)N2CCN(S(=O)(=O)c3ccc(C)c(C)c3)CC2)no1,-9%,1.4%,.,.,.,
CCOc1ccc(OCc2ccc(C(=O)N(CC)CC)cc2)cc1,-6%,i,65%,4%,8%,
O=C(COC(=O)C1CCN(c2ccc(C(F)(F)F)cn2)CC1)NCc1ccccc1,-9%,4.3%,48%,.,-2%,
COc1ccccc1NC(=O)Nc1ccc(Br)cn1,4%,0.1%,-15%,-9%,-5%,
CCC(CC)C(=O)Nc1nnc(SCC(=O)N2CCN(c3ccccc3OC)CC2)s1,-2%,11%,33%,7%,4%,
Cn1nc(C(F)(F)F)c(C(=O)Nc2ccc(C(F)(F)F)cc2)c1Cl,-11%,i,2%,3%,-4%,
O=C(CCCSc1nc(-c2ccco2)cc(C(F)(F)F)n1)NCc1cccs1,-5%,8.4%,20%,13%,-1%,
CCC(=O)Nc1ccc(-c2nc(-c3ccccc3)n(CC(=O)N3CCCCC3)n2)cc1,-7%,8.3%,-10%,5%,-13%,
COc1cc(C(=O)Nc2cccc(-n3cnnn3)c2)cc(OC)c1OC,-1%,13%,-1%,-5%,-9%,
Cc1cc(=O)[nH]c(-c2ccccc2OC(F)(F)F)n1,1%,i,-18%,1%,2%,
O=C(NCc1ccncc1)C(=O)N/N=C/c1cccnc1,8%,0.5%,-7%,2%,-12%,
OC1CNc2c(ccc3ccccc23)C1 (centres undefined),-20%,2.2%,.,.,.,
O=C(CN(C(=O)CCC(=O)Nc1nccs1)c1ccc(F)cc1)NCCc1ccccc1,-4%,1.9%,8%,-3%,-8%,
CCCCn1c(SCC(=O)Nc2cccc(OC)c2)nc2ccc(N3CCOCC3)cc2c1=O,-5%,i,12%,-7%,1%,
CCOCCCNC(=O)C(NC(=O)CNC(=O)c1ccccc1)c1ccc(OC)cc1 (centres undefined),-11%,i,-6%,-2%,-3%,
O=C1c2ccccc2NC(c2ccccn2)N1c1ccccc1F (centres undefined),0%,0.2%,-9%,9%,-19%,
# (further entries)
SMILES,H1N1 NS1A inhibition,VEEV TC-83 Vero,M. tuberculosis,Salmonella PhoP GFP,H37Rv inhibition,others
Nc1cc(S(=O)(=O)Nc2ccccc2Cl)ccc1N1CCCC1,16%,3.3%,12%,8%,3%,
CCCCn1c(N)c(N(CCOC)C(=O)CSCc2ccc(Cl)c(Cl)c2)c(=O)[nH]c1=O,-4%,11%,10%,3%,-6%,
Cc1cccc(OCC(=O)Nc2ccc(N3CCN(S(C)(=O)=O)CC3)cc2)c1C,6%,0.1%,-3%,4%,2%,
Cc1ncsc1CCOC(=O)c1cccc([N+](=O)[O-])c1,-5%&3%,0.5%,77%&63%,-7%&0%,-16%&8%,
Cc1cc(CNC(=O)COc2ccc(C)c(C)c2)c2ccccc2n1,5%,1.2%,5%,10%,-2%,
Cc1ccc(CSCCNC(=O)CN2C(=O)c3ccccc3S2(=O)=O)cc1,2%,1.1%,14%,14%,-2%,
COc1ccccc1Cn1c(=O)c2ccccc2n2c(SCc3csc(C)n3)nnc12,-1%,8.3%,45%,10%,4%,
O=C(CNC(=O)C1CCCCC1)NC1=NCCS1,-4%,1.4%,-9%,-11%,-2%,
CC(C)CN(CC(C)C)C1=N/C(=C\c2ccco2)C(=O)N1c1ccccc1,-12%,0.5%,-8%,-1%,-16%,VEEV TC-83 Vero 10K pilot screen=0.0
O=C(Nc1ccc(Cl)cc1C(F)(F)F)c1ccccc1Cl,-6%,i,-2%,10%,11%,
COc1ccccc1Oc1ccc2c(c1)C(=O)N(CC1CCCO1)C2=O (centres undefined),-19%,0.6%,-4%,-11%,-1%,
COCCOc1ccc(C(F)(F)F)cc1NC(=O)CN1C(=O)NC2(CCc3ccccc32)C1=O (centres undefined),-9%,7.6%,3%,-4%,11%,
Cc1ccc(C)c(OCCC(=O)Nc2ccc(S(=O)(=O)N3CCCC3)cc2)c1,-3%,0.8%,-4%,.,-7%,
CCn1c(CNc2ccc(F)cc2)nnc1SCC(=O)Nc1ccc(OC)cc1OC,-2%,i,22%,-5%,-1%,
COC(=O)c1c(NC(=O)Cc2ccccc2)sc2c1CCN(C(C)C)C2,23%,1.3%,-13%,-7%,-6%,VEEV TC-83 Vero 10K pilot screen=1.5
CC(=O)OC(COC1C[C@@H]2CC[C@@]1(C)C2(C)C)C[N+]1(C)CCCCC1 (some centres undefined),-1%,3.2%,70%,2%,11%,
CCOC(=O)C1(CCOc2ccccc2)CCN(CC(O)CO)CC1 (centres undefined),-4%,0.6%,7%,-6%,3%,
COC(=O)c1cc(NC(=O)Cn2nc(C)n3cccc3c2=O)cc(C(=O)OC)c1,-1%,1.3%,4%,1%,-3%,
CCOc1ccc(CN2CCNC(=O)C2CC(=O)NCCc2nc(C)c3c(n2)CCC3)cc1 (centres undefined),-1%,2.2%,.,.,.,
COc1cc(OC)cc(C(=O)N[C@H](C(=O)NCCc2c[nH]c3ccccc23)C(C)C)c1,10%,2.0%,31%,4%,1%,
CC(=O)NCCC(=O)Nc1cc(S(=O)(=O)N2CCOCC2)ccc1Oc1ccccc1,-6%,5.7%,-8%,-8%,3%,
C/C(CC(=O)Nc1ccc(Cl)c(C(F)(F)F)c1)=N\NC(=O)c1cnccn1,-11%,5.6%,23%,-3%,1%,
COc1ccc(OC)c(NC(=O)CSc2nnnn2-c2ccc3c(c2)OCO3)c1,0%,0.2%,2%,-11%,3%,
NC(=O)C1CC(=O)N(c2ccc(OCc3c(F)cccc3Cl)cc2)C1 (centres undefined),-2%,0.3%,11%,-6%,-4%,
COc1cccc(/C=C2\SC(=S)N(CCC(=O)NC3C=CS(=O)(=O)C3)C2=O)c1 (centres undefined),11%,24%,-7%,5%,3%,

# At a glance, four of the compounds above.
SMILES,H1N1 NS1A inhibition,VEEV TC-83 Vero,M. tuberculosis,Salmonella PhoP GFP,H37Rv inhibition,others
CCCCn1c(N)c(N(CCOC)C(=O)CSCc2ccc(Cl)c(Cl)c2)c(=O)[nH]c1=O,-4%,11%,10%,3%,-6%,
Cc1cccc(OCC(=O)Nc2ccc(N3CCN(S(C)(=O)=O)CC3)cc2)c1C,6%,0.1%,-3%,4%,2%,
Cc1ncsc1CCOC(=O)c1cccc([N+](=O)[O-])c1,-5%&3%,0.5%,77%&63%,-7%&0%,-16%&8%,
Cc1cc(CNC(=O)COc2ccc(C)c(C)c2)c2ccccc2n1,5%,1.2%,5%,10%,-2%,

# (listing goes on)
SMILES,H1N1 NS1A inhibition,VEEV TC-83 Vero,M. tuberculosis,Salmonella PhoP GFP,H37Rv inhibition,others
Cc1ccc(Cl)cc1N1CCN(C(c2cccnc2)c2nnnn2C2CCCCC2)CC1 (centres undefined),3%,0.1%,52%,4%,23%,
COc1cccc(NC(=O)[C@@H](NC(=O)N2CCn3c2nc2ccccc23)C(C)C)c1,6%,2.5%,-7%,5%,-2%,
COc1ccc(C(=O)NC2CC3CCCC(C2)N3Cc2ccccc2)cc1OC (centres undefined),-3%,i,2%,2%,2%,
Cc1ccc(S(=O)(=O)Cn2nnnc2C(C(C)C)N2CCc3ccccc3C2)cc1 (centres undefined),3%,1.4%,22%,-8%,8%,
CCC(C)N1Cc2ccccc2C1=N (centres undefined),-2%,i,10%,-3%,5%,
Cc1cc(C(=O)COC(=O)c2ccccc2O)c(C)n1CC1CCCO1 (centres undefined),0%,5.8%,?,.,-7%,
Cc1cc(C)c(C#N)c(N2CCN(S(=O)(=O)Cc3ccccc3)CC2)n1,1%,2.7%,-21%,-4%,1%,
CCN1C(=O)CC(N2CCC(Cc3ccccc3)CC2)C1=O (centres undefined),-2%,i,68%,17%,-5%,
COc1cccc(CC(=O)NCC2(N3CCCCC3)CCCCC2)c1,1%,0.2%,15%,-5%,-7%,
COC(=O)CCC(=O)N(CCN(Cc1ccccc1)C(=O)CCC(=O)OC)Cc1ccccc1,9%,2.5%,2%,-4%,-4%,

# Molecules from the list above with bromine:
SMILES,H1N1 NS1A inhibition,VEEV TC-83 Vero,M. tuberculosis,Salmonella PhoP GFP,H37Rv inhibition,others
O=C1CN(O)C(c2ccccc2Cl)=c2cc(Br)ccc2=N1,0%,1.5%,-7%,-2%,1%,
COc1ccccc1NC(=O)Nc1ccc(Br)cn1,4%,0.1%,-15%,-9%,-5%,
